# High-throughput results from PubChem.
# RGS4 pot – RGS4 potentiators or activators, primary screen, cell-based, HEK293 M3R inducible RGS4, calcium flux; B-score at 10 µM; 310,000 tested, 0.92% active; carbachol calcium flux Fluo4; hits give low values;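 active means B-score of the integrated calcium signal more than 4 SD below the library mean, with starting fluorescence not abnormally high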;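 further: negative B-score means reduced calcium response which marks RGS4 activation or potentiation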
#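 Assay system: Inducible-RGS4 HEK293 cells carrying M3 receptor | Schedule: Compound preincubation 20 min at room temperature before agonist | Signal: Kinetic calcium fluorescence imaging with Fluo4-AM dye, 2 µM | Read-out basis: B score from integrated fluorescence ratio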
# MrgX1 allo act – positive allosteric modulators of MrgX1, primary screen, HEK293 cells, Fluo-4 calcium flux | FDSS; hits give high values | 310,000 tested, 0.63% active | AID 588675, 2011 | Mas-related G-protein coupled receptor member X1 (Homo sapiens), Q96LB2 | B-score at 10 µM;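 active means plate-corrected calcium response at least 3 library SD above typical, normal starting fluorescence, not activating the receptor alone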;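 further: compound read alongside a low EC10 to EC30 dose of BAM8-22 agonist; peak minus trough fluorescence over baseline measured at the second addition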
# Target sequence (Q96LB2 whole entry, looked up): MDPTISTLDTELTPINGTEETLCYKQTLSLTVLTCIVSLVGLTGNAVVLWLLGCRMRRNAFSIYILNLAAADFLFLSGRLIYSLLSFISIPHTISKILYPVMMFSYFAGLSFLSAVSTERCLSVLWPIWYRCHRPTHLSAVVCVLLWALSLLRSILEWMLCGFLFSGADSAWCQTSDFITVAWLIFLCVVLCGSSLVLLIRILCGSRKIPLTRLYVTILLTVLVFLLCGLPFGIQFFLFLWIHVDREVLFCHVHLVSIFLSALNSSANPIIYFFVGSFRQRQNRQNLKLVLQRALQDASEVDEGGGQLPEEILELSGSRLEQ
# Platelet DG rel – inhibitors of platelet dense granule secretion, primary screen, cell-based, MLPCN, human platelets. human platelet-rich plasma, SFLLRN dense granule ATP release, luminescence. inhibition, %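 (compounds screened at 7.5 µM in platelet-rich plasma)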. 300,000 tested, 0.22% active;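 active means mean replicate score, as percent of positive control, at or above 50; inconclusive means mean below 50 but at least one replicate at or above 50; inactive means mean and every replicate below 50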
# SKKanGAS inh – S. pyogenes SKKanGAS growth inhibitors in kanamycin, primary screen, streptokinase expression inhibitor project, SKKanGAS strain, BacTiter-Glo luminescence; 6 h; inhibition, % at 7.5 µM; 300,000 tested, 1.3% active; AID 1662, 2009;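 active means mean replicate score, as percent of positive control median, at least 50; inconclusive means mean below 50 but one replicate at or above 50; inactive means mean and every replicate below 50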;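 further: strain carries kanamycin resistance gene driven by streptokinase promoter and grows in 40 µg/ml kanamycin; loss of luminescence reflects streptokinase promoter inhibition or plain growth inhibition; 0% = median of DMSO wells and 100% = positive control at its reference dose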
# TRPC6 act – mouse TRPC6 channel activators, primary screen, cell-based, HEK293, membrane potential dye | HEK293-TRPC6 membrane potential dye fluorescence; hits give high values | B-score at 10 µM | 310,000 tested, 0.13% active;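 active means B-score of the integrated fluorescence ratio above library mean plus 3 SD, and starting fluorescence ratio within library mean plus 5 SD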;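 further: higher score means more depolarization so channel activation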
# TRPC6 inh – mouse TRPC6 channel inhibitors, primary screen, cell-based, HEK293, membrane potential dye; ACh-evoked depolarization; hits give low values; B-score at 10 µM; 310,000 tested, 1.1% active;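 active means B-score under library mean minus 3 SD, initial fluorescence not abnormally high, positive integrated signal ratio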;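 further: B-score derived from integrated fluorescence ratio over the kinetic read; more negative B-score means stronger inhibition of depolarization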
# TRPC4 block – inhibitors of mouse TRPC4 channel, primary screen, Fluo4 calcium, HEK293 TRPC4beta/mu-opioid cells | Short transient receptor potential channel 4 (Mus musculus), Q9QUQ5 | DAMGO-evoked Fluo4 calcium flux; hits give low values | B-score at 10 µM | 300,000 tested, 0.39% active;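 active means B-score over 3 SD under the library average, no early fluorescence shift, positive overall ratio signal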
#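 test system = HEK293 cells with stable TRPC4beta plus mu-opioid receptor expression | detection = Fluo4 Ca2+ flux fluorescence | read-out = integrated fluorescence ratio relative to baseline, converted to per-well B score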
# MrgX1 antagonist – antagonists of human MrgX1 receptor, primary screen, HEK293 cells, Fluo-4 calcium flux | Mas-related G-protein coupled receptor member X1 (Homo sapiens), Q96LB2 | BAM8-22 antagonism; hits give low values | B-score at 10 µM | 310,000 tested, 1.3% active;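 active means calcium-response B-score plate-corrected more than 3 library SD below zero, starting fluorescence within 5 deviations, no agonist response on first addition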;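 further: peak minus trough fluorescence over baseline after final BAM8-22 challenge near maximal dose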
# HIF act – HIF pathway transcriptional activators, primary screen, cell-based, U2OS HRE-luciferase, luminescence. 300,000 tested, 0.32% active. U2OS HRE-luciferase reporter; normalized: DMSO 0%, desferrioxamine 100%. activation, % at 7.5 µM (by protocol);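 active means mean activation of at least 10% of the iron chelator positive control signal, with at least half of replicates also reaching 10%; inconclusive means mean and replicate majority disagree about reaching 10%; inactive means mean and most replicates under 10%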
# RGS4 inh – RGS4 inhibitors, primary screen, cell-based, HEK293 M3R inducible RGS4, calcium flux | Fluo-4 calcium flux; hits give high values; triggered by carbachol at its EC20 | AID 463165, 2010 | Regulator of G-protein signaling 4 (Homo sapiens), P49798 | 310,000 tested, 0.45% active | B-score at 10 µM;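 active means B-score, a plate-corrected calcium signal, over three deviations above library mean, with baseline fluorescence within five deviations of library mean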;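 further: RGS4 expression induced by doxycycline in cells with stable M3 receptor; B-score is computed from the integrated fluorescence ratio over baseline after carbachol; higher B-score means a larger calcium signal and so more RGS4 inhibition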
# Target sequence (P49798 whole entry, looked up): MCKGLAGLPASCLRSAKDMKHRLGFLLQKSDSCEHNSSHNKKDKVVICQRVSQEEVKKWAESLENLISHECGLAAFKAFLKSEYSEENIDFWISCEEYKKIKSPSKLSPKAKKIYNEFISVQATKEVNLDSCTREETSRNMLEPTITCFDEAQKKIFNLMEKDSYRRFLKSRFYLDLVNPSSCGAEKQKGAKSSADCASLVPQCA
# MrgX1 ag – agonists of human MrgX1 receptor, primary screen, HEK293 cells, Fluo-4 calcium flux | Fluo-4 calcium fluorescence, agonist mode; hits give high values | B-score at 10 µM | 310,000 tested, 0.44% active;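 active means calcium response B-score plate-corrected fluorescence ratio at least 3 library SD, with starting fluorescence B-score inside 5 SD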
#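 times = overnight plating, then 30 min 37 °C plus 30 min room-temperature dye loading | assay system = stable human MrgX1 HEK293 cell line | input = fifteen thousand cells per well | signal = kinetic calcium dye fluorescence, Fluo-4 NW | dosing = compound delivered in addition one of three | read-out = B-scored fluorescence response ratio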
# * hit, by the source's call; i = inactive; u = inconclusive; x = no result given. This is a random part of the collection. Share with any hit: about 6.1%.
SMILES,RGS4 pot,MrgX1 allo act,Platelet DG rel,SKKanGAS inh,TRPC6 act,TRPC6 inh,TRPC4 block,MrgX1 antagonist,HIF act,RGS4 inh,MrgX1 ag
Cc1ccc(C(=O)/C=C/c2ccc(-c3ccccc3[N+](=O)[O-])o2)cc1,i,i,3,-3,i,i,i,i,0.0,i,i
Cc1cc(S(=O)(=O)N2CCC3(CC2)OCCN3S(=O)(=O)c2cccs2)ccc1F,i,i,5,5,i,i,i,i,2.2,i,i
CC(=O)c1ccc(OCC(=O)NCC2(N3CCCCC3)CCCCC2)cc1,i,i,-2,-8,i,i,i,i,-0.4,i,i
COc1ccc(-c2nnc(SCC(=O)N3CCOCC3)o2)cc1,i,i,-48,-1,i,i,i,i,1.1,i,i
COc1cccc(CNC(=O)CCC2CCCN(C(=O)c3ccc(C)nc3)C2)c1 (centres undefined),i,i,-5,9,i,i,i,i,0.1,i,i
CN(C)c1cc[n+](CC(=O)Nc2cccc([N+](=O)[O-])c2)cc1,i,i,1,-2,i,i,i,i,-1.4,i,i
CC1(C)CC(NC(=O)CC(c2ccccc2)c2ccccc2)CC(C)(C)N1,i,i,22,2,i,i,i,i,0.5,i,i
O=C(/C=C/c1ccccc1)NCCS(=O)(=O)N1CCN(c2ccccc2F)CC1,i,i,-9,11,i,i,i,i,-58,i,i
O=C(CNC(=O)c1ccc(Br)o1)NCc1ccccc1Cl,i,i,-6,1,i,i,i,i,-0.1,i,i
COc1ccc(OC)c(Cc2nnc(CCC(=O)NCc3nc4ccccc4s3)o2)c1,i,i,14,-9,i,i,i,i,0.7,i,i
Cc1ccc(-c2nc(NCc3ccc(F)cc3)n(S(C)(=O)=O)n2)cc1,i,i,-1,8,i,i,i,i,-0.2,i,i
CCOC(=O)N1CCC(N2CC34C=CC(O3)C(C(=O)Nc3ccc(F)cc3)C4C2=O)CC1 (centres undefined),i,i,-4,-3,i,i,i,i,0.4,i,i
CCOC(=O)c1cccc(NC(=O)c2c(NCc3ccccc3)[nH]c(=O)[nH]c2=O)c1,i,i,-3,35,i,i,i,i,-4.3,i,i
CCOc1cc(N2CCOCC2)c(OCC)cc1NC(=O)COC(=O)[C@H](Cc1c[nH]c2ccccc12)NC(C)=O,i,i,7,7,i,i,i,i,-0.3,i,i
CCOC(=O)CCc1c(C)c2ccc(OCc3nn[nH]n3)c(C)c2oc1=O,i,i,3,8,i,i,i,i,-1.3,i,i
Cc1c(CCOC(=O)c2cc([N+](=O)[O-])cc([N+](=O)[O-])c2)sc[n+]1CC(=O)c1ccccc1,i,i,4,-2,i,i,i,i,1.0,i,i
Cc1cc(OCC(=O)NCCc2ccc(S(N)(=O)=O)cc2)c2c(C)c(C)c(=O)oc2c1,i,i,-10,24,i,i,i,i,0.3,i,i
COCC(C)OC(=O)C(C#N)c1nc2ccccc2nc1N1CCN(Cc2ccccc2)CC1 (centres undefined),i,i,9,13,i,i,i,i,0.1,i,i
CC(=O)Nc1nc(SCC(=O)NCc2ccc(F)cc2)[nH]c(=O)c1NC(=O)c1cccs1,i,i,0,-4,i,i,i,i,-0.3,i,i
COc1ccc(-n2nc(C(=O)NCC(=O)NC3CCCCC3)c3ccccc3c2=O)c(OC)c1,i,i,-2,10,i,i,i,i,0.2,i,i
NC(=O)Cc1nc2scc(-c3ccccc3)c2c(=O)[nH]1,i,i,0,19,i,i,i,i,-0.3,i,i
Cc1cccc(OCC(=O)NC(=S)N2CCCc3ccccc32)c1,i,i,3,5,i,i,i,i,0.1,i,i
Cn1c(=O)c2c(SCC(=O)N3CCOCC3)nc(-c3ccccc3F)nc2n(C)c1=O,i,i,-4,61*,i,i,i,i,-0.5,i,i
Cc1cc(C)cc(N(CC(=O)NC2CCCC2)C(=O)CNC(=O)c2cccs2)c1,i,i,20,2,i,i,i,i,-0.9,i,i
Cc1ccc(COn2c(-c3ccc(Cl)cc3Cl)nc3ncccc32)cc1,-8.7*,i,-46,-1,i,i,-8*,i,0.1,i,i
CC(C)(C)c1ccc(OCCC(=O)NNC(=O)c2ccccc2)cc1,i,i,0,16,i,i,i,i,0.2,i,i
O=C(CCn1c2c(c3ccccc31)CCCC2)NNC(=O)c1cccc([N+](=O)[O-])c1,i,i,-15,-9,i,i,i,i,0.0,i,i
CN1CCN(C2=C(Cl)C(=O)C(c3cnc(N4CCCCC4)s3)=C(Cl)C2=O)CC1,-7.1*,i,22,13,i,i,i,i,-4.9,i,i
Cc1ccc(-n2nc(C)c3c(C)c(CCC(=O)NCc4ccccc4)c(C)nc32)cc1,i,i,21,2,i,i,i,i,-0.1,i,i
CCOC(=O)C1CCN(C(=O)c2cccc(NC3=NC4CS(=O)(=O)CC4S3)c2)CC1 (centres undefined),i,i,1,-2,i,i,i,i,0.0,i,i
Cc1ccc(OCC(=O)N(Cc2cccc(Cl)c2)C2CCS(=O)(=O)C2)cc1C (centres undefined),i,i,6,-1,i,i,i,i,-0.3,i,i
Cn1cnc([N+](=O)[O-])c1Oc1ccccc1,i,i,2,6,i,i,i,i,0.1,i,i
CCOc1ccccc1NC(=O)c1ccccc1-c1nc(-c2ccccc2)no1,i,i,0,-2,i,i,i,i,0.4,i,i
CN1CCN(C(=O)C2CC(=O)N(c3ccc(F)c(Cl)c3)C2)CC1 (centres undefined),i,i,2,-1,i,i,i,i,-0.3,i,i
CCCC1(c2ccccc2)NC(=O)N(CC(=O)NCc2ccc(OC)cc2)C1=O (centres undefined),i,i,17,3,i,i,i,i,0.4,i,i
CCn1c(C(=O)NCc2cccnc2)cc2sc(Cl)cc21,i,i,0,-4,i,i,i,i,0.2,i,i
O=C(Nc1cc(C(=O)Nc2ccccc2C(=O)O)cc(C(=O)Nc2ccccc2C(=O)O)c1)c1ccccc1,i,i,-7,-17,i,i,i,i,-0.5,i,i
CC(NS(=O)(=O)c1ccccc1)C(c1cccs1)N1CCN(C)CC1 (centres undefined),i,i,-6,-5,i,i,i,i,-0.1,i,i
COc1ccccc1OCc1ccc(C(=O)NC2CCCCC2)o1,i,i,1,2,i,i,i,i,0.4,i,i
CSc1cccc(NC(=O)c2ccc(Cl)nc2)c1,i,i,-3,-7,i,i,i,i,1.0,i,i

# 3 compounds already listed, sorted by their value in Platelet DG rel, low to high.
mol | Platelet DG rel
CCn1c(C(=O)NCc2cccnc2)cc2sc(Cl)cc21 | 0
Cn1cnc([N+](=O)[O-])c1Oc1ccccc1 | 2
Cc1cc(C)cc(N(CC(=O)NC2CCCC2)C(=O)CNC(=O)c2cccs2)c1 | 20

# (further entries)
SMILES,RGS4 pot,MrgX1 allo act,Platelet DG rel,SKKanGAS inh,TRPC6 act,TRPC6 inh,TRPC4 block,MrgX1 antagonist,HIF act,RGS4 inh,MrgX1 ag
CN(CC(=O)NCc1cccs1)CC(=O)Nc1ccc(F)c(F)c1F,i,i,-8,2,i,i,i,i,0.4,i,i
COc1ccc(N(CC(=O)NCCc2ccc(OC)c(OC)c2)S(=O)(=O)c2ccc(OC)c(OC)c2)cc1,i,i,23,4,i,i,i,i,1.6,i,i
Cc1cc(=O)oc2c3c(cc(OCC(=O)NCCC(=O)N[C@@H](C)C(=O)O)c12)OC(C)(C)CC3,i,i,2,2,i,i,i,i,-0.7,i,i
CC(=O)N(CCc1ccccc1C)Cc1cc2ccc(C)cc2[nH]c1=O,i,i,2,1,i,i,i,i,-3.6,i,i
Cc1[nH]c(=O)[nH]c1C(=O)CCCCC(=O)O,i,i,0,6,i,i,i,i,0.6,i,i
COc1ccc(CC(=O)N(c2ccccc2)c2nc(C)cs2)cc1,i,11*,22,-12,i,i,i,i,1.9,i,i
COc1cc2c(cc1OC)CN(C(=O)c1ccccc1C(=O)O)CC2,i,i,-3,-4,i,i,i,i,-0.2,i,i
CC(C)CCNC(=O)C(=O)NCc1ccccc1,i,i,19,2,i,i,i,i,1.1,i,i
CCc1nc2c(cnn2-c2ccc(Cl)cc2)c(=O)n1-c1ccc2c(c1)OCCO2,i,i,3,38,i,i,i,i,-1.0,i,i
NC(=O)NCCCC(=O)OCC(=O)c1ccc2ccccc2c1,i,i,-2,-10,i,i,i,i,0.5,i,i
COc1cccc(C(=O)Nc2ncc3c(n2)CC(C)(C)CC3=O)c1,i,i,0,1,i,i,x,i,0.5,i,i
CCOc1ccc(CC(=O)Nc2c(C(N)=O)oc3ccccc23)cc1OCC,i,i,-3,-3,i,i,i,i,-0.4,i,i
CCOC(=O)/C(C#N)=C1/SC(C)C(=O)N1c1ccc(Br)cc1 (centres undefined),i,i,-4,-1,i,i,i,i,0.1,i,i
Cc1ccc(N2CC(=O)Nc3c(sc4nc(C)cc(C)c34)C2=O)cc1,i,i,1,0,i,i,i,i,26*,i,i
CCN1CCN(c2c(Cl)cccc2NC(=O)c2ccco2)CC1,i,i,-8,0,i,i,i,i,-0.5,i,i
COc1ccc(-c2nc(CSCC(=O)N3CCN(c4cccc(C)c4)C(C)C3)c(C)o2)cc1OC (centres undefined),i,i,u,6,i,i,i,i,-0.4,i,i
CCCCNC(=O)COC(=O)c1cc(C)nc2ccccc12,i,i,4,-8,i,i,i,i,-0.1,i,i
COc1cc(C(=O)NC(c2ccccc2)c2ccccc2)cc(OC)c1OC,i,i,0,-4,i,i,i,i,-0.7,i,i
